EPAC2 antag = qHTS for Antagonist of cAMP-regulated guanine nucleotide exchange factor 2 (EPAC2): primary screen | Rap guanine nucleotide exchange factor 4 (Homo sapiens), Q8WZA2 | EPAC2 GEF exchange of Rap1B-BODIPY-GDP, fluorescence | Potency, µM (doses to about 114 µM), for inactives: at the highest dose activity, negative = inhibition, usual class: inhibitors | 360,000 tested, 0.18% active | AID 720708, 2013; also: % is scaled to controls: 0 for no effect and ±100 for the full control effect; nearly all actives have a fitted effect of over 45% in size; many of its hits are not listed in these tables
EPAC1 antag = qHTS for Antagonist of cAMP-regulated guanine nucleotide exchange factor 3 (EPAC1): primary screen; Rap guanine nucleotide exchange factor 3 (Homo sapiens), O95398; EPAC1 GEF assay, Rap1b-BODIPY-GDP exchange fluorescence; Potency, µM (top dose mostly 115 µM), inactives show at the top dose activity change, negative = inhibition, actives largely listed as inhibitors; 360,000 tested, 0.14% active;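 also: plate controls were vehicle for no effect and positive control for full effect; nearly all actives have a fitted effect of over 50% in size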
Target sequence (O95398 whole entry, looked up): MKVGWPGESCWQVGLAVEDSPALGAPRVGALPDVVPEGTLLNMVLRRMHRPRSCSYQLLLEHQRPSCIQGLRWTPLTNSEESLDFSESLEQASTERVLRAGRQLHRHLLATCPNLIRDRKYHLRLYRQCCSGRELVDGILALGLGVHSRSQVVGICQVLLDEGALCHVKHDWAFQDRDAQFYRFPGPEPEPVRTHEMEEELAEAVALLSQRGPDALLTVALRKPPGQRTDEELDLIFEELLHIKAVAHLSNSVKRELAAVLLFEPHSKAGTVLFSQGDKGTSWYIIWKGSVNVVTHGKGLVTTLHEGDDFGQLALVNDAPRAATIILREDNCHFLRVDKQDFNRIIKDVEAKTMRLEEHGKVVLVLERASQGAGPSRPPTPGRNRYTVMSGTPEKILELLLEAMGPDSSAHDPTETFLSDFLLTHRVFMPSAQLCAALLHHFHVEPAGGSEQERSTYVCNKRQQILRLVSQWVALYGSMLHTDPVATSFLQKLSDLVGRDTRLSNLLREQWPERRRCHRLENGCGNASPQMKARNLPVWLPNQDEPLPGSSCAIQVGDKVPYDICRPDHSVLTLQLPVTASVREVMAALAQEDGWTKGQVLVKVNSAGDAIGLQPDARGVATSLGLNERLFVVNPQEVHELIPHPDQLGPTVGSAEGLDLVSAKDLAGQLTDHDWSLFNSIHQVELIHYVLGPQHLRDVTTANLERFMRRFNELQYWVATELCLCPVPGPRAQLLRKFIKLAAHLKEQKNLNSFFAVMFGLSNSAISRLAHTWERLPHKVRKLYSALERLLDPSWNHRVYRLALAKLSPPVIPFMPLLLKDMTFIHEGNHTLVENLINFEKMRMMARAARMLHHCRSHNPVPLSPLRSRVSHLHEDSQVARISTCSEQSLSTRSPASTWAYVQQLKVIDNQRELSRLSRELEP
PTHR1 agonist = qHTS for PTHR1 Agonists: Primary Screen | Parathyroid hormone/parathyroid hormone-related peptide receptor (Homo sapiens), Q03431 | HEK293 GP2 PTHR1 cells, GloSensor cAMP luminescence, 1 h | Potency, µM (doses to about 115 µM), without a hit: at the top dose activation, most hits filed as activators | 410,000 tested, 0.075% active | AID 743266, 2014; also: nearly all actives have a fitted effect of over 55% in size; some results filed as inactive show a strong effect at the top dose; inactives centre near -15; many of its hits are not listed in these tables
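HEK-293-derived GP2 cells expressing PTHR1 and a GloSensor cAMP reporter, 3,000/well, plated overnight, given luciferin plus IBMX (each 0.5 mM as added) for 1 h at 37 °C, then compound for 1 h at 37 °C. Luminescence was read after 15 min at room temperature.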
FUS suppressor = qHTS for Suppressors of FUS Proteinopathy: Primary screen using FUS-linked yeast assay; Potency, µM (titrated, usually from 76.6 µM), inactives show at the highest dose growth rescue (activation), actives largely listed as activators; S. cerevisiae FUS-expressing, growth rescue, OD600, 24 h; 390,000 tested, 0.24% active; AID 1347120, 2019;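 also: plate controls were DMSO vehicle for no effect and reference control for full effect; nearly all actives have a fitted effect of over 55% in size; some results filed as inactive show a strong effect at the top dose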
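Yeast FUS proteinopathy model; galactose-induced FUS (2%), starting OD 0.005. Cpds in dilution series, 24hr, 30C, 99% humidity. Abs 600 nm growth. Pos ctrl CP55940 (top 92uM final); neg ctrl DMSO.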
aSyn rescue = qHTS of alpha-syn Inhibitors | Yeast expressing alpha-synuclein, growth rescue, BacTiter-Glo, 24 h | Potency, µM (top dose mostly 46.1 µM), inactives show at the highest dose growth rescue (activation), most hits filed as activators | 370,000 tested, 0.14% active; also: % of control where 0% means no effect; nearly all actives have a fitted effect of over 65% in size
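Screening used galactose-induced yeast with toxic alpha-synuclein levels, exposed to compound for 24 hr at 30 deg C. Cell growth, read with BacTiter-Glo luminescence, gave the measured signal.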
EPAC2 ag = qHTS for Agonist of cAMP-regulated guanine nucleotide exchange factor 4 (EPAC2): primary screen. Rap guanine nucleotide exchange factor 4 (Homo sapiens), Q8WZA2. EPAC2 activation, biochemical qHTS; response scale: 100% = 6.5 mM cAMP response. Potency, µM (highest dose often 154 µM), for inactives: top-dose activation, most hits filed as activators. 360,000 tested, 0.079% active; also: nearly all actives have a fitted effect of over 50% in size
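Readout is BODIPY fluorescence (480 nm excitation, 540 nm emission), which falls as labeled GDP is exchanged off Rap1B. EPAC2 at 100 nM acted on 250 nM RAP1B-BODIPY-GDP with 50 uM GDP present.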
TDP43 rescue = qHTS of TDP-43 Inhibitors | AID 652104, 2013 | Potency, µM (top dose mostly 46.1 µM), without a hit: top-dose growth rescue (activation), most hits filed as activators | TDP-43 expressing yeast growth rescue, BacTiter-Glo, 24 h | 410,000 tested, 1.8% active; also: % of control where 0% means no effect; nearly all actives have a fitted effect of over 50% in size
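Luminescence from BacTiter-Glo reports growth of TDP-43-expressing yeast after 24 hr at 30 deg C with compound. Cells were raffinose-pregrown to mid-log, then seeded in galactose medium at OD600=0.02.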
EPAC1 agonist = qHTS for Agonist of cAMP-regulated guanine nucleotide exchange factor 3 (EPAC1): primary screen. Rap guanine nucleotide exchange factor 3 (Homo sapiens), O95398. EPAC1 agonist qHTS, biochemical assay; response scale: 100% = response to 6.5 mM cAMP. Potency, µM (doses to about 154 µM), inactives show at the top dose activation, usual class: activators. 360,000 tested, 0.073% active. AID 720707, 2013; also: nearly all actives have a fitted effect of over 60% in size
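EPAC1 100 nM, Rap1B–BODIPY-GDP 250 nM, unlabeled GDP 50 uM; compound titration; 5 min RT; kinetic read ex480/em540 at 5-min intervals ×30 min; data normalized to 6.5 mM cAMP agonist control.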
* marks the source's active call; other numbers are inactive results; i = inactive; ? = inconclusive; . = no result given; [ ] = another dose, or the depositor's remark. Calls follow the shape of the dose curve; as a rule, active = well fitted curve in the direction sought with a large enough effect; inconclusive = small, poorly fitted or top-dose-only effect, or another doubt; inactive = no such curve, though single readings can be large; an effect the other way counts as inactive or inconclusive. Potency is read from the fitted curve at half-maximal effect. The list is partial; the hit share may differ from the screen's.

SMILES	EPAC2 antag	EPAC1 antag	PTHR1 agonist	FUS suppressor	aSyn rescue	EPAC2 ag	TDP43 rescue	EPAC1 agonist
CCc1noc(C)c1C(=O)Oc1ccc(N(C)S(=O)(=O)c2ccc(C)c(C)c2)cc1	-18.7%	-6.0%	-51.5%[inhibitor]	16.5%	-8.0%	7.0%	?	2.9%
COc1ccc(/C=N/NC(=O)c2cc(-c3ccc4c(c3)OCO4)n[nH]2)cc1OC	16.0%	14.9%	0.0%	6.2%	-7.3%	-9.6%	23.4%	-12.8%
CC(/C=N/Nc1nc(C)cc(=O)[nH]1)=C\c1ccccc1	4.8%	-5.6%	?	-10.5%	-5.0%	1.2%	0.3%	-5.1%
CCCC(=O)Nc1cc(OC)c(NC(=S)Nc2cccc(C)c2)cc1OC	0.4%	-3.6%	5.7%	-15.8%	-2.4%	0.9%	-0.7%	-5.1%
O=C(NCc1ccc(-c2csnn2)cc1)c1cccs1	3.6%	-5.6%	-18.0%	-4.7%	-0.4%	9.3%	3.2%	9.2%
Cc1ccc(N2C(N)=C(C#N)C(c3cccnc3)C3=C2CCCC3=O)cc1 (stereo not drawn)	5.4%	-0.3%	i	21.0%	6.8%	6.2%	10.6%	2.4%
C=CCN(c1ccc(F)cc1)S(=O)(=O)c1cc(C(=O)NC2CC2)ccc1Cl	-21.0%	1.1%	-45.3%[inhibitor]	23.4%	2.7%	15.0%	10.8%	3.3%
N=c1n(CC(=O)c2ccc([N+](=O)[O-])cc2)c2ccccc2n1Cc1ccccc1	9.4%	2.5%	i	.	-0.4%	-39.3%[inhibitor]	10.1%	-12.2%
CC(C)CCNC(=O)C(c1cccnc1)N(CCc1ccccc1)C(=O)Cn1nnc2ccccc21 (stereo not drawn)	-0.4%	-10.2%	-10.2%	-2.7%	-11.1%	-2.9%	13.3%	-1.1%
CC12CCC(=O)N1C(C(=O)NCCc1ccc(F)cc1)CS2 (stereo not drawn)	3.2%	5.1%	-13.1%	-2.2%	2.2%	5.9%	5.4%	4.0%
CCc1cc(C(=O)NCC2CCCO2)sc1C (stereo not drawn)	-1.0%	12.5%	-1.3%	-15.2%	3.1%	3.7%	20.2%	6.6%
Cc1cc(Cl)c(OCCCSc2nc(C)cc(=O)[nH]2)c(Br)c1	-1.7%	2.0%	7.0%[57.5 µM]	13.4%	-5.7%	2.8%	-6.6%	9.3%
OCc1ccnc2c(O)cccc12	-1.1%	-9.9%	-3.2%	23.8%	2.9%	5.7%	5.0%	-11.5%
Cc1ccc2nc(Cl)c(C3CC(c4cccs4)=NN3S(C)(=O)=O)cc2c1 (stereo not drawn)	-5.4%[57.1 µM]	-15.3%	-3.4%	-3.4%	-0.5%	6.8%	-7.5%	-3.2%
COc1ccc(S(=O)(=O)Nc2ccc3c(c2)n(C)c(=O)n3C)cc1OC	-7.8%	?	?	?	-1.7%	4.3%	-5.9%	-11.1%
CCN(CC)S(=O)(=O)c1ccc(OC)c(NC(=O)c2cc([N+](=O)[O-])ccc2Cl)c1	-3.9%	5.3%	i	5.8%	1.2%	-6.0%	8.7%	-1.2%
COc1ccc(CN2C(=O)CCC2(C)c2nnnn2Cc2ccccc2)cc1OC (stereo not drawn)	8.5%	9.6%	-20.4%	-7.9%	-6.8%	5.7%	24.5%	8.0%
CC[C@]12c3[nH]c4ccccc4c3CCN1C(=O)C(CC(=O)NC/C=C(\C)CCC=C(C)C)C[C@@H]2C(=O)N1CCN(C(=O)c2ccco2)CC1 (stereo partly drawn)	-20.6%	-6.5%	?	?	-9.5%	-1.6%	29.2%	-4.7%
COc1ccc(CNS(=O)(=O)c2c(C)[nH]c(C)c2C(=O)N2CCCC2)cc1	6.3%	11.5%	i	-12.7%	-2.6%	-0.1%	-6.1%	2.0%
O=C(NCc1ccccc1)C1=C[C@@H](c2ccc3c(c2)OCO3)C[C@@H](OCc2ccc(CO)cc2)O1	-5.5%	?	i	36.8%	9.6%	2.1%	21.3%	8.5%
Cc1ccc(NC(=O)c2ccc(F)cc2F)cc1	4.8%	-23.9%	-51.3%[inhibitor]	-5.9%	-11.0%	4.4%	10.5%	1.7%
O=C(CCn1c(=S)oc2ccccc21)Nc1cc([N+](=O)[O-])ccc1F	0.1%	9.7%	i	-3.8%	-10.3%	4.4%	1.5%	2.7%
COc1ccc(C(=O)NCc2nc(C)c(C)s2)cc1OC1CCN(C(C)C)CC1	8.9%	0.6%	-16.2%	6.5%	0.8%	5.0%	1.4%	-7.7%
NC(=O)c1cc2cc(Cl)ccc2o/c1=N/NC(=O)c1cccs1	1.1%	-1.2%	-19.3%	-2.0%	4.0%	9.8%	-19.3%	3.1%
O=C1/C(=C\c2cccnc2)Sc2ccccc21	-7.6%	?	-4.5%	2.9%	-1.1%	4.1%	13.4%	6.5%
COc1ccc(CNC(=O)Cn2cc(C(F)(F)F)ccc2=O)cc1	2.5%	7.6%	i	.	1.5%	-1.0%	5.6%	0.6%
COC(=O)[C@H](C(C)C)n1c(C)c(C(C)=O)c(C(C)=O)c1C	13.8%	-13.9%	-0.3%	-11.9%	3.0%	-5.2%	-12.5%	-10.2%
CCOc1ccc(S(=O)(=O)N/N=C(\C)C2CCCCC2)cc1	-3.2%	0.3%	-13.6%	-18.5%	-13.8%	3.5%	12.7%	-12.3%
COc1ccc(OCC(=O)Nc2ccccc2N2CCCCC2)cc1	?	-23.7%	i	16.7%	16.2%	9.6%	11.2µM*	-7.2%
COCCC(=O)NNS(=O)(=O)c1ccc(Cl)cc1	-0.3%	3.4%	-46.0%[inhibitor]	4.3%	-4.9%	-10.8%	-0.8%	7.3%
CCc1ccc(NC(=O)Cn2c(=O)oc3cc(S(=O)(=O)N4CCOCC4)ccc32)cc1	-1.1%	-19.7%	-73.0%[inhibitor]	-6.2%	-3.2%	-9.0%	1.2%	-14.3%
CCS(=O)(=O)c1ccc2c(c1)N(S(=O)(=O)c1ccccc1)CC(C(=O)O)O2 (stereo not drawn)	0.8%	0.0%	i	5.8%	6.9%	-1.6%	11.8%	0.0%
COC(=O)c1ccccc1NC(=O)c1cnc2sccn2c1=O	9.4%	16.4%	-2.2%[57.5 µM]	0.7%	0.9%	6.8%	-11.1%	3.4%
CC1(C(=O)NS(=O)(=O)c2cccs2)CCN1C(=O)C1CC1 (stereo not drawn)	-0.6%	4.1%	i	-21.8%	-1.7%	8.9%	0.0%	-0.9%
COc1ccc(NC(=O)N2CCCC2C(=O)NCc2ccccc2Cl)cc1 (stereo not drawn)	8.1%	18.4%	-4.6%	6.8%	-0.1%	7.7%	6.7%	-1.4%
Cc1cccc(NC(=O)c2cccnc2Oc2ccccc2)c1C(=O)O	4.7%	-1.8%	i	9.7%	-2.0%	13.1%	-12.9%	9.1%
CCOC(=O)c1ccccc1NC(=O)CSc1nnnn1C	-15.2%	-24.4%	-4.7%	7.9%	-1.2%	3.0%	-24.7%	0.6%
COc1ccccc1/C=N/NC(=O)c1ccc(C)nc1	2.7%	-4.3%	i	-29.3%	-3.0%	6.6%	2.7%	5.9%
N#Cc1ccc(OC(=O)C2CCN(C3=NS(=O)(=O)c4ccccc43)CC2)cc1	4.7%	3.7%	0.5%	.	1.6%	5.4%	0.2%	-6.7%
CCN(CC)C(=O)C1=C(C)N(CCCOC)C(=O)C(CC(=O)NC2CC2)C1 (stereo not drawn)	7.9%	12.6%	-7.7%	-14.8%	-3.5%	3.2%	7.3%	-18.4%
Cc1ccccc1NC(=S)N1CCN(c2ccccc2)CC1	2.5%	4.3%	i	7.0%	-1.4%	-3.1%	8.9%	-1.2%
Cc1nc2sccn2c(=O)c1Cl	7.7%	2.4%	-6.7%[57.5 µM]	-43.2%	3.0%	4.6%	-8.5%	-2.3%
O=C(NCCSc1ccccc1)c1ccccc1Cl	-22.6%	-7.6%	-12.8%	-3.1%	-0.1%	9.2%	-7.2%	2.0%
O=C(COc1ccc2ccccc2c1)Nc1cccc(C(=O)Nc2ccccc2C(=O)O)c1	-12.5%	44.7µM*	-15.5%	.	-47.7%[inhibitor]	-9.7%	-18.6%	-9.5%
CC(C)Nc1nnc(SC(C)C(=O)NCc2ccc3c(c2)OCO3)s1 (stereo not drawn)	11.3%	-16.6%	i	-4.6%	7.6%	4.9%	-6.9%	1.1%
Cc1ccccc1C(OCCN(C)C)C1CCCCC1 (stereo not drawn)	5.2%	7.0%	i	-10.4%	-17.9%	-9.4%	-27.3%	-8.3%
O=C(CCS(=O)(=O)c1cccc2nonc12)NCCc1ccccc1Cl	-1.5%	6.0%	i	21.2%	5.5%	-2.9%	5.1%	6.3%
O=C(NCC(c1cccs1)N1CCc2ccccc21)c1ccccc1 (stereo not drawn)	10.6%	2.2%	-2.3%	-0.6%	4.9%	9.3%	13.4%	15.4%
COc1ccccc1NC(=O)c1ccccc1Oc1ccccc1	-20.1%	-18.6%	-22.5%	27.8%	7.5%	23.0%	25.1%	8.1%

Record cards, from the list above.
Results for CC(C)Nc1nnc(SC(C)C(=O)NCc2ccc3c(c2)OCO3)s1 (stereo not drawn) → EPAC2 antag: 11.3%; EPAC1 antag: -16.6%; PTHR1 agonist: i; FUS suppressor: -4.6%; aSyn rescue: 7.6%; EPAC2 ag: 4.9%; TDP43 rescue: -6.9%; EPAC1 agonist: 1.1%
Results for O=C(NCCSc1ccccc1)c1ccccc1Cl → EPAC2 antag: -22.6%; EPAC1 antag: -7.6%; PTHR1 agonist: -12.8%; FUS suppressor: -3.1%; aSyn rescue: -0.1%; EPAC2 ag: 9.2%; TDP43 rescue: -7.2%; EPAC1 agonist: 2.0%
Results for COc1ccccc1NC(=O)c1ccccc1Oc1ccccc1 → EPAC2 antag: -20.1%; EPAC1 antag: -18.6%; PTHR1 agonist: -22.5%; FUS suppressor: 27.8%; aSyn rescue: 7.5%; EPAC2 ag: 23.0%; TDP43 rescue: 25.1%; EPAC1 agonist: 8.1%
